# High-throughput results: PubChem BioAssay, National Center for Advancing Translational Sciences (NCATS)
# PTAP TSG101 blk: blocks PTAP/TSG101 interaction to inhibit HIV-1 budding | Q99816 | Fluorescence polarization, FITC-PTAP peptide / Tsg101 binding | Potency, µM (top dose mostly 115 µM), for the others: at the highest dose activity change, negative = inhibition, hits mostly inhibitors | 340,000 tested, under 10 active | AID 493005; active = well fitted inhibition curve with a large enough effect in the main read-out, with a control signal flat, not every such curve was filed as active; inconclusive = small, poorly fitted or top-dose-only effect, or effect the other way, or a change in a side signal; inactive = no such curve, though single readings can be large or run the other way; also: potency is read from the fitted curve at half-maximal effect; % of control where 0% means no effect
#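 Compounds were pin-transferred onto Tsg101 binding domain (10 uM final) in HEPES pH 7.5 buffer, then FITC-PTAP peptide was added at 50 nM final. After 20 min at RT, polarization reported peptide displacement across a qHTS concentration series.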
# USP2a inh: blocks human ubiquitin-specific protease USP2a. USP2 core, Ub-CHOP2 coupled fluorogenic reporter, 485/531. Potency, µM (highest dose often 38.3 µM), for the others: at the highest dose activity change, negative = inhibition, most hits filed as inhibitors. hit rate 0.01% among 330,000. AID 463254;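 also: potency is read from the fitted curve at half-maximal effect; plate controls were DMSO wells for no effect and full inhibition by NEM control for full effect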
#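 Deubiquitinase activity read as fluorescence (485/531 nm) after Ub-CHOP2 cleavage activates the enterokinase reporter on its substrate; USP2 core 10nM, Ub-CHOP2 and substrate 25nM each, 30min compound preincubation then 60min RT; data normalized to NEM, curves fitted.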
# Eya2 inh: Eya2 (human) phosphatase inhibition. hit rate 0.006% among 330,000. recombinant Eya2, OMFP fluorescence dephosphorylation (OMFP is methylfluorescein phosphate). O00167. Potency, µM (highest dose often 76.9 µM), for the others: top-dose activity, negative = inhibition, hits mostly inhibitors; also: potency is read from the fitted curve at half-maximal effect; % is scaled to controls: 0 for no effect and ±100 for the full control effect
# Target sequence (O00167 whole entry, looked up): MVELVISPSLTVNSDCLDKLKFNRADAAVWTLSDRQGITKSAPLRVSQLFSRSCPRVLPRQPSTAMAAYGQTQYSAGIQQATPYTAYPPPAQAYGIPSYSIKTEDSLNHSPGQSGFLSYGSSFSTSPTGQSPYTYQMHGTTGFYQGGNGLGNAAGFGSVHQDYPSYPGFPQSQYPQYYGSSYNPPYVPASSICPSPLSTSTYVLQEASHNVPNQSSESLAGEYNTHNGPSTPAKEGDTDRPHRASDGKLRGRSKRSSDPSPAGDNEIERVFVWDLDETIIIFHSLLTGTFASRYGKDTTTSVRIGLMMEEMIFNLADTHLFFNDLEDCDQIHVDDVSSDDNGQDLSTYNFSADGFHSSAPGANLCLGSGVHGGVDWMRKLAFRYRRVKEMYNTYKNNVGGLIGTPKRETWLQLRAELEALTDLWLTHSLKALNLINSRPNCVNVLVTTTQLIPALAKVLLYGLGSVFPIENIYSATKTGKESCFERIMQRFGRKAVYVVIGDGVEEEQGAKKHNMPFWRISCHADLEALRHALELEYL
#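 Eya2 protein (added as 0.2 uM solution) was preincubated with compound for 10 min at ambient temperature in 50 mM HEPES pH 7.5, 50 mM NaCl, 5 uM MgCl2, 0.05% BSA, 1 mM DTT. OMFP (added at 50 uM) then reacted 10 min; fluorescence read at 485/525 nm.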
# TCR act: activates T cell receptor signaling; primary human leukocytes, anti-CD3, IL-2 HTRF, 48 h; Potency, µM (top dose mostly 9.22 µM), for inactives: top-dose activation of IL-2 secretion, usual class: activators; 330,000 tested, under 10 active; AID 504894; also: % of control where 0% means no effect
#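 Primary human leukocytes incubated 48 hr with anti-CD3 beads plus compound, without co-stimulation. Secreted IL-2 measured by HTRF (europium cryptate/d2 anti-IL-2 pair, 320 nm excitation, 665 nm emission).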
# B2AR arrestin: beta2AR (human) beta-arrestin recruitment activity | beta-arrestin recruitment to beta2AR, cell-based reporter | Potency, µM (top dose mostly 46.1 µM), inactives show at the highest dose activation, most hits filed as activators | hit rate 0.02% among 330,000 | AID 492947;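 also: potency is read from the fitted curve at half-maximal effect; 0% = DMSO controls and full agonism = EC100 isoproterenol or metaproterenol; nearly all actives have a fitted effect of over 65% in size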
# Chronic BCR inh: blocks chronic active B-cell receptor signaling; AID 493014; hit rate 0.05% among 340,000; ABC-DLBCL IkBa-CBG/CBR reporter, luminescence ratio, 4 h; Potency, µM (doses to about 46.1 µM), inactives show top-dose ratio change, negative = lower green/red ratio, actives largely listed as inhibitors; active = well fitted inhibition curve with a large enough effect in the signal ratio, with a control signal flat, not every such curve was filed as active; inconclusive = small, poorly fitted or top-dose-only effect, or effect the other way, or a change in a side signal; the % refers to the signal ratio;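 also: potency is read from the fitted curve at half-maximal effect; plate controls were basal doxycycline-induced cells for no effect and cells given 10 µM MG132 for full effect; MG132 reads +100%, hits lower the ratio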
#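 TMD8 ABC-DLBCL cells carrying doxycycline-inducible green luciferase fused to IkappaBalpha plus unfused red luciferase were exposed to compounds (up to 46 uM) for 4 hrs at 37C. Activity came from the overlap-corrected green/red luminescence ratio.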
# TSHR antag: blocks TSH signaling through the human TSH receptor. hit rate 0.2% among 330,000. P16473. TSHR-expressing cells, TSH-stimulated cAMP HTRF, 2 h; stronger effect = lower value. AID 504810. activity change, negative = inhibition, % at 11.5 µM;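 active = activity change below a set negative limit, meaning inhibition stronger than a set level, cut at about -70% in these data; inconclusive = activity change between two set negative limits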; also: % is scaled to controls: 0 for no effect and ±100 for the full control effect
#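 TSHR-expressing cells, 200/well, pre-treated with compound, then stimulated with EC80 TSH (4nM final) for 2 hours at 37 deg C. cAMP measured by competitive HTRF: anti-cAMP cryptate antibody in lysis buffer plus cAMP-d2, read after 30 minutes at room temperature.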
# uPA generation: inhibitors of cell surface uPA generation | cell surface uPA generation assay, qHTS | Potency, µM (series often up to 38.3 µM), inactives show top-dose activity change, negative = inhibition, usual class: inhibitors | hit rate 0.31% among 330,000; active = well fitted inhibition curve with a large enough effect; inconclusive = small, poorly fitted or top-dose-only effect; inactive = no such curve, though single readings can be large or run the other way; tested in mouse RAW 264.7 cells; also: potency is read from the fitted curve at half-maximal effect; % is scaled to controls: 0 for no effect and ±100 for the full control effect; nearly all actives have a fitted effect of over 55% in size
# Tb PFK inh: blocks T. brucei phosphofructokinase; hit rate 0.17% among 330,000; Potency, µM (series often up to 57.5 µM), for the others: at the top dose activity, negative = inhibition, hits mostly inhibitors; O15648; T. brucei PFK, ADP-Glo luminescence;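 also: potency is read from the fitted curve at half-maximal effect; 0% = uninhibited 1x PFK enzyme wells and -100% = no-enzyme wells; nearly all actives have a fitted effect of over 60% in size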
# Target sequence (O15648 whole entry, looked up): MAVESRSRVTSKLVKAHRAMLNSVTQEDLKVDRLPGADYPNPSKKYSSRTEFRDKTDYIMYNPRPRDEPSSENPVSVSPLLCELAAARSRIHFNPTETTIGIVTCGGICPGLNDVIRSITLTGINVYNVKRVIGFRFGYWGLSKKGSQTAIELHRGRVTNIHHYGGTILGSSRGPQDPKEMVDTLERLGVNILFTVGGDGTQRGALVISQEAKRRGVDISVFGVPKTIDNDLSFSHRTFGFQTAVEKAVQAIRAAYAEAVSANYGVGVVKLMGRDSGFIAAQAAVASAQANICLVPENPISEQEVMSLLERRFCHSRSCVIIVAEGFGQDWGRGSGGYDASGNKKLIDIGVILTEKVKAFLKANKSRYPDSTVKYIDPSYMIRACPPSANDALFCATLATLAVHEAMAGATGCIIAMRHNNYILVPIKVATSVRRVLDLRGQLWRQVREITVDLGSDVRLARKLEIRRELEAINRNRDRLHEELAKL
#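 1.25 nM PFK with 0.5 mM F6P and 0.1 mM ATP in 0.1 M TEA pH 8.0, 5 mM MgCl2, incubated 45 min at room temperature; ADP measured by ADP-Glo luminescence; compounds titrated up to 57 uM.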
# ELG1 repair inh: blocks ELG1-dependent DNA repair in HEK293T cells. Potency, µM (series often up to 46.1 µM), inactives show at the highest dose activity change, negative = inhibition, usual class: inhibitors. hit rate 2.3% among 330,000. HEK293T ELG1-luciferase reporter, luminescence, 16 h; DNA damage induced by 5-fluorouridine. AID 504467; also: potency is read from the fitted curve at half-maximal effect; % is scaled to controls: 0 for no effect and ±100 for the full control effect; nearly all actives have a fitted effect of over 55% in size
#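 Quantitative HTS, concentration-response format. 2,000 cells/well co-treated with 5-fluorouridine and compound, 16 hr in 5% CO2 at 37 °C; ONE-Glo luminescence read after 30 min.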
# Mito fusion act: blocks mitochondrial division or promotes mitochondrial fusion; S. cerevisiae fusion-defective mutant growth rescue, CellTiterGlo 48 h; Potency, µM (highest dose often 46.1 µM), for the others: at the highest dose growth rescue (activation), actives largely listed as activators; hit rate 0.23% among 320,000; AID 485298;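 also: potency is read from the fitted curve at half-maximal effect; % of control where 0% means no effect; nearly all actives have a fitted effect of over 45% in size; temperature-sensitive fusion mutants such as fzo1-1 at 37 °C on non-fermentable ethanol glycerol medium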
#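 Temperature-sensitive fusion-defective S. cerevisiae (e.g. fzo1-1, mgm1-5) were grown with compound in YPEG medium (3% ethanol, 3% glycerol) for 48 hours at 37C. Growth rescue was measured as viability by CellTiterGlo luminescence after 10 minutes at ambient.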
# Numbers without * were called inactive; ? = inconclusive; / = no result given; [ ] = another dose, or the depositor's remark. Unless noted, calls follow the shape of the dose curve; as a rule, active = well fitted curve in the direction sought with a large enough effect; inconclusive = small, poorly fitted or top-dose-only effect, or another doubt; inactive = no such curve, though single readings can be large; an effect the other way counts as inactive or inconclusive.
SMILES,PTAP TSG101 blk,USP2a inh,Eya2 inh,TCR act,B2AR arrestin,Chronic BCR inh,TSHR antag,uPA generation,Tb PFK inh,ELG1 repair inh,Mito fusion act
CSc1ccccc1C(=O)N1CCC(CCC(=O)NCc2ccc(F)cc2)CC1,1%,1%,3%,-3%,0.1%,5%,29,-1%,-24%,-29%,6%
Cc1cccc(OCC(O)Cn2c(NCCCOC(C)C)nc3c2c(=O)[nH]c(=O)n3C)c1 (configuration not stated),3%,1%,9%,1%,-0.7%,-1%,0,1%,-3%,?,1%
COc1ccc(S(=O)(=O)Nc2ccc(F)cc2)cc1N(C)S(=O)(=O)c1ccc(Cl)cc1,-11%,-10%,3%,6%,2.7%,-1%,-32,8%,-1%,-3%,26%
CC1CCCN(S(=O)(=O)c2ccc(CN3C(=O)c4cccnc4C3=O)cc2)C1 (configuration not stated),-6%,0%,2%,1%,0.0%,-8%,16,0%,-1%,?,7%
CCN(CC)c1ccc(NC(=O)CSc2ccsc2[N+](=O)[O-])c(C)c1,-2%,1%,-1%,-1%[46.1 µM],-0.4%,9%,5,-1%,?,5%,1%
COc1ccc(OCCN2CCN(C(=O)c3ccc(OC)cc3)CC2)cc1,0%,2%,3%,1%,0.3%,0%,-6,-1%,0%,3.3µM*,0%
COc1ccc(C2c3sc(=O)[nH]c3SC3C4CCC(C4)C23)cc1 (configuration not stated),-2%,-1%,6%,2%,-0.2%,?,-12,-2%,9%,14%,?
COc1ccc(/C(O)=C/C(=O)C(=O)Nc2c(C)n(C)n(-c3ccccc3)c2=O)cc1,-1%,1%,?,-3%,-1.2%,3%,5,/,-5%,-5%,-4%
Cn1c(C(=O)Nc2ccc3c(c2)OCO3)cc2c(=O)n(C)c3ccccc3c21,-4%,0%,8%,0%,0.1%,-11%,40,5%,-5%,?,5%
O=C(c1ccccn1)c1ncc(C(F)(F)F)cc1Cl,-3%,-1%,5%,6%,0.2%,-3%,-13,/,-2%,14%,0%
O=C(/C=C/c1ccccc1)NC1CCSC1=O (configuration not stated),-7%,4%,-18%,2%[46.1 µM],-0.2%,?,-4,-4%,4%,?,-1%
CCc1ccc2oc(C(=O)N3CCN(c4ccc(OC)cc4)CC3)cc(=O)c2c1,0%,2%,7%,7%,0.5%,0%,-8,1%,0%,9%,14%
CCOc1ccc(NN=C(C(=O)OC)C(=O)OC)c([N+](=O)[O-])c1,-1%,0%,-21%,5%,-0.9%,-5%,5,2%,0%,-4%,-4%
CCCSc1ccc(-c2nn(-c3ccccc3)cc2/C=C(/C#N)C(=O)NCCCOC)cc1,-3%,4%,-2%,1%[46.1 µM],0.4%,2%,7,5%,2%,11%,-3%
COCC(COS(N)(=O)=O)C(C)C (configuration not stated),-2%,3%,-9%,13%,-1.0%,-14%,13,4%,1%,-4%,-3%
CC1CC(C)CN(C(=O)COC(=O)C2CCN(S(=O)(=O)c3ccc4c(c3)OCCO4)CC2)C1 (configuration not stated),-2%,1%,1%,-19%,-0.2%,?,/,0%,6%,5%,7%
CC1CCC2(CC1)NC(=O)N(CC(=O)NC1(C#N)CCCCC1)C2=O (configuration not stated),-6%,0%,-8%,-5%,0.1%,1%,4,7%,2%,15%,-2%
CCn1c(-c2cccn(Cc3ccccc3)c2=O)n[nH]c1=S,-1%,4%,?,-3%,-0.2%,2%,5,-1%,3%,-3%,-6%
CCN1CCN(CC(=O)N/N=C/c2cc(Br)cs2)CC1,4%,-14%,-28%,/,-0.3%,3%,4,2%,?,11%,11%
O=C(NC1CC1)C(Cl)c1ccccc1 (configuration not stated),-4%,-1%,11%,2%,0.5%,1%,-7,-1%,13%,0%,0%

# Five structures out of the list, arranged by molar mass, ascending:
SMILES,PTAP TSG101 blk,USP2a inh,Eya2 inh,TCR act,B2AR arrestin,Chronic BCR inh,TSHR antag,uPA generation,Tb PFK inh,ELG1 repair inh,Mito fusion act
COCC(COS(N)(=O)=O)C(C)C (configuration not stated),-2%,3%,-9%,13%,-1.0%,-14%,13,4%,1%,-4%,-3%
O=C(/C=C/c1ccccc1)NC1CCSC1=O (configuration not stated),-7%,4%,-18%,2%[46.1 µM],-0.2%,?,-4,-4%,4%,?,-1%
O=C(c1ccccn1)c1ncc(C(F)(F)F)cc1Cl,-3%,-1%,5%,6%,0.2%,-3%,-13,/,-2%,14%,0%
COc1ccc(C2c3sc(=O)[nH]c3SC3C4CCC(C4)C23)cc1 (configuration not stated),-2%,-1%,6%,2%,-0.2%,?,-12,-2%,9%,14%,?
CCN(CC)c1ccc(NC(=O)CSc2ccsc2[N+](=O)[O-])c(C)c1,-2%,1%,-1%,-1%[46.1 µM],-0.4%,9%,5,-1%,?,5%,1%

# (list continues)
SMILES,PTAP TSG101 blk,USP2a inh,Eya2 inh,TCR act,B2AR arrestin,Chronic BCR inh,TSHR antag,uPA generation,Tb PFK inh,ELG1 repair inh,Mito fusion act
O=C(NC(=S)Nc1ccc(NC(=O)c2ccco2)cc1)c1ccccc1,-4%,0%,2%,0%[46.1 µM],-0.5%,-6%,13,-19%,-4%,29%,-2%
Cc1cc(C)c(C)c(S(=O)(=O)N(C)CCc2ccccn2)c1C,-1%,3%,-4%,5%,-0.9%,0%,-10,10%,0%,-4%,/
O=C(O)c1ccc(CSc2nnc(COc3ccccc3)o2)cc1,0%,2%,7%,-1%,0.0%,0%,5,1%,2%,19%,7%
COc1ccc(NC(=O)NC2CCCCC2C)cc1 (configuration not stated),3%,4%,1%,0%,0.0%,?,-4,-2%,1%,?,-1%
COCCCNC(=S)Nc1cc(C)c(C)cc1C,-1%,0%,-2%,0%,-0.6%,0%,-3,4%,-1%,14%,-1%
CC(C)Oc1ccc(/C=N/NC(=O)c2nnn(-c3nonc3N)c2CN(C)c2ccccc2)cc1,2%,-12%,-10%,3%,-0.3%,16%,5,?,-4%,?,-44%[inhibitor]
O=C(NNC1CC(=O)N(c2ccc(Br)cc2)C1=O)c1ccccn1 (configuration not stated),2%,-5%,11%,4%,0.1%,?,31,-1%,3%,1%,-7%
CCc1ccc(/C=C/c2c[nH]c3ccccc23)[n+](CC)c1,14%,2%,-1%,9%[46.1 µM],-0.7%,1%,-9,-13%,-5%,-1%,5%
CCC(OC(=O)C1=Cc2ccccc2OC1)C(=O)NCc1ccco1 (configuration not stated),-3%,3%,4%,-3%,0.3%,13%,-2,-13%,0%,-8%,0%
CCCCNC(=O)C(c1ccc(OCC(=O)OC)c(C(=O)OC)c1)N(CCc1c[nH]c2ccccc12)C(=O)CCCCCN1C(=O)NC(c2ccc(-c3ccccc3)cc2)C(C(=O)OCc2ccccc2)=C1C (configuration not stated),/,3%,-21%,/,-0.1%,-7%,-2,/,3%,-13%,19%
Cc1ccccc1Cn1cc(NC(=O)c2cc(C3CC3)on2)cn1,1%,0%,-1%,-8%,-0.2%,?,19,?,6%,?,8%
CCCn1cnc2cc(NCc3cccc(OC)c3O)ccc21,-4%,-1%,3%,-3%,-0.8%,?,26,-4%,3%,?,1%
COc1cc(C(=O)NCCOc2ccccc2C)cc(OC)c1OC,-8%,1%,-9%,0%,0.1%,-5%,6,17%,10%,?,-1%
Cc1ccc(NC(=O)c2cc(=O)[nH]c3ccc(S(=O)(=O)N4CCOCC4)cc23)nc1,-1%,-1%,13%,/,0.0%,-13%,-8,1%,3%,13%,-1%
O=C(COC(=O)CCC(=O)c1cccs1)Nc1cccc(F)c1,-1%,2%,-2%,9%,-0.3%,?,-4,16%,-6%,4%,7%
O=C(COC(=O)CNC(=O)c1ccccc1Cl)Nc1cc(C(F)(F)F)ccc1Cl,-4%,-2%,1%,7%,0.2%,?,-9,-18%,-1%,25%,5%
